# Compound activity (PubChem BioAssay)
# hERG WT inh: qHTS for Inhibitors of KCHN2 3.1: Wildtype qHTS | Voltage-gated inwardly rectifying potassium channel KCNH2 (Homo sapiens), Q12809 | U2OS, BacMam KCNH2, thallium flux FluxOr; stronger effect = lower value | activity change, % at 1.84 µM | hit rate 0.37% among 340,000 | AID 720551, 2013;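 active = maximum activity change below -70%; inconclusive = maximum activity change between -70% and -50%; inactive = maximum activity change above -50%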; also: % is scaled to controls: 0 for no effect and ±100 for the full control effect
#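 U2OS cells were transduced with wild-type KCNH2 virus (2.03 x 10^8 / mL) for 4 h at room temperature, then cultured overnight at 37 C. Thallium flux was read with FluxOr dye. Rate constants were normalized to DMSO controls.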
# Giardia killer: Small Molecules that selectively kill Giardia lamblia: qHTS; hit rate 0.15% among 340,000; Giardia lamblia trophozoite viability; activity change, % at 7.66 µM, hits read low; in the data active = activity change below about -80%; inconclusive = between about -30% and that limit;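 also: parasites exposed to compound for two days anaerobically before the ATP read; % is scaled to controls: 0 for no effect and ±100 for the full control effect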
#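 Giardia trophozoites, 100 cells per well, were exposed to compounds for 48 hrs at 37 deg C under anaerobic conditions; viability was then read as ATP content by bioluminescence after 15-30 min at room temperature.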
# TRPV1 agonist: HTS Assay for Compounds that Act as Agonists of the Vanilloid Receptor 1 | Transient receptor potential cation channel subfamily V member 1 (Homo sapiens), Q8NER1 | TRPV1-expressing cells, Fluo-8 calcium influx, agonist mode | activation, % at 8.33 µM | hit rate 0.19% among 320,000; in the data active = activation above about 80%; inconclusive = between about 30% and that limit; also: 0% is about no effect
#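 Cells expressing TRPV1 were dye-loaded with Fluo-8 and read kinetically: 10 s baseline, 3 min after compound (agonist portion), then 2 min after EC20 capsaicin (allosteric enhancer portion). Calcium-bound dye fluorescence at 480/520 nm.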
# PKM2 act: qHTS Assay for Activators of Human Muscle isoform 2 Pyruvate Kinase | hit rate 0.34% among 260,000 | AID 1631, 2009 | purified PKM2, Kinase-Glo ATP luminescence, activation; response scale: 0% is enzyme alone, no compound | Pyruvate kinase PKM (Homo sapiens), P14618 | Potency, µM (doses to about 57.5 µM), for the others: at the top dose activation, actives largely listed as activators; also: potency is read from the fitted curve at half-maximal effect; % is scaled to controls: 0 for no effect and ±100 for the full control effect; nearly all actives have a fitted effect of over 55% in size
#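 ATP formation by purified human PK-M2, quantified via coupled luciferase luminescence after 1 h at room temperature with 0.1 mM ADP and 0.5 mM PEP final.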
# FBPA coupling cs: qHTS Assay for Inhibitors of Fructose-1,6-bisphosphate Aldolase from Giardia Lamblia: Coupling assay counterscreen | activity change, negative = inhibition, % at 58.2 µM, hits read low | AID 2472, 2010 | hit rate 0.67% among 290,000 | coupling enzyme system counterscreen, AmpLite Red fluorescence; in the data active = activity change below about -30%; also: % is scaled to controls: 0 for no effect and ±100 for the full control effect
#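 Counterscreen lacking aldolase: glyceraldehyde-3-phosphate coupling-enzyme reagent preincubated 10 min at RT with compound (at 57.5 uM final), then substrate/coupling system with AmpLite Red added; fluorescence read at 525/598 nm after 20 min RT.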
# Menin MLL FP TR: qHTS Assay for Inhibitors Targeting the Menin-MLL Interaction in MLL Related Leukemias: Competition With Texas Red Labeled MLL-derived Mutant Peptide; Menin + Texas Red MLL mutant peptide, fluorescence polarization; Potency, µM (highest dose often 61.6 µM), without a hit: at the top dose FP activity change, negative = inhibition, most hits filed as inhibitors; hit rate 0.23% among 270,000; O00255; active = well fitted inhibition curve with a large enough effect in the polarisation, with a control signal flat, not every such curve was filed as active; inconclusive = small, poorly fitted or top-dose-only effect, or effect the other way, or a change in a side signal; inactive = no such curve, though single readings can be large or run the other way; the % refers to the polarisation; also: potency is read from the fitted curve at half-maximal effect; % of control where 0% means no effect; many of its hits are not listed in these tables
# MLL CXXC-DNA inh: qHTS Fluorescence Polarization Assay for Inhibitors of MLL CXXC domain - DNA interaction; Potency, µM (highest dose often 115 µM), without a hit: at the highest dose activity change, negative = inhibition, hits mostly inhibitors; hit rate 0.037% among 290,000; Histone-lysine N-methyltransferase 2A (Homo sapiens), Q03164; AID 2662, 2010; MLL-CXXC / FITC-HOXA9 DNA fluorescence polarization; active = well fitted inhibition curve with a large enough effect in the polarisation, with a control signal flat, not every such curve was filed as active; inconclusive = small, poorly fitted or top-dose-only effect, or effect the other way, or a change in a side signal; inactive = no such curve, though single readings can be large or run the other way; the % refers to the polarisation; also: potency is read from the fitted curve at half-maximal effect
#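 Steps: dispense CXXC domain solution (7 uM) → pin compounds or unlabeled HOX-A9 DNA control → 5 min ambient → add FLSN-HOX-A9 solution (50 nM) → spin → 30 min ambient → fluorescence polarization. Tris pH 7.5/NaCl/DTT/BSA buffer.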
# USP2a block: qHTS Assay for Inhibitors of Ubiquitin-specific Protease USP2a Using CHOP2 as the Reporter; Ubiquitin carboxyl-terminal hydrolase 2 (Homo sapiens), O75604; USP2 core, Ub-CHOP2 coupled fluorogenic reporter, 485/531; Potency, µM (series often up to 38.3 µM), without a hit: at the highest dose activity change, negative = inhibition, actives largely listed as inhibitors; hit rate 0.01% among 330,000;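 also: potency is read from the fitted curve at half-maximal effect; plate controls were DMSO wells for no effect and full inhibition by NEM control for full effect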
#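 Deubiquitinase activity read as fluorescence (485/531 nm) after Ub-CHOP2 cleavage activates the enterokinase reporter on its substrate; USP2 core 10nM, Ub-CHOP2 and substrate 25nM each, 30min compound preincubation then 60min RT; data normalized to NEM, curves fitted.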
# KCNH2 3.1 inh: qHTS for Inhibitors of KCHN2 3.1: Mutant qHTS; hit rate 0.95% among 340,000; U2OS KCNH2 3.1, thallium flux FluxOr; stronger effect = lower value; Potassium voltage-gated channel subfamily H member 2, brain isoform KCNH2 3.1 (human); activity change, % (tested at about 1.8 µM);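 active = maximum activity change below -70%; inconclusive = maximum activity change from -70% to -50%; inactive = maximum activity change above -50%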;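 also: thallium influx rate constant from kinetic fluorescence after stimulation buffer; % is scaled to controls: 0 for no effect and ±100 for the full control effect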
#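 Virally transduced U2OS (3.1 isoform, 4 h infection in dark at RT) → overnight 37 C → FluxOr + Red40 in HBSS/HEPES, 45 min → stimulation buffer, 2 min kinetic read → rate constant vs DMSO controls.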
# B2AR arrestin: qHTS assay of beta-arrestin-biased ligands of beta2-adrenergic receptor. AID 492947, 2010. Potency, µM (top dose mostly 46.1 µM), inactives show top-dose activation, usual class: activators. Beta-2 adrenergic receptor (Homo sapiens), P07550. hit rate 0.02% among 330,000. beta-arrestin recruitment to beta2AR, cell-based reporter;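 also: potency is read from the fitted curve at half-maximal effect; 0% = DMSO controls and full agonism = EC100 isoproterenol or metaproterenol; nearly all actives have a fitted effect of over 65% in size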
# Target sequence (P07550 whole entry, looked up): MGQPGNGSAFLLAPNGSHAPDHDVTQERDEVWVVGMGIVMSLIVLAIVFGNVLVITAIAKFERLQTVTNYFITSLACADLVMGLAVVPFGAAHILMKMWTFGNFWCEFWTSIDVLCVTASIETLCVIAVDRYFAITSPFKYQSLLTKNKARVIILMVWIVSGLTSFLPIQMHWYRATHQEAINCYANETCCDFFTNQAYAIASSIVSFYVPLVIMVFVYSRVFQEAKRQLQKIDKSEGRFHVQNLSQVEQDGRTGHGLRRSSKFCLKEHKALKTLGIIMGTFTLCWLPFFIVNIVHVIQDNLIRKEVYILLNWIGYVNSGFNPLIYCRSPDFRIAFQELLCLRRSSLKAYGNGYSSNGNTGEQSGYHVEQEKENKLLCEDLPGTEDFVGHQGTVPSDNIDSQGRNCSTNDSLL
# GALK inh: qHTS Assay for Inhibitors of Human Galactokinase (GALK); P51570; Purified GALK, Kinase-Glo residual ATP luminescence; Potency, µM (highest dose often 57.5 µM), for inactives: top-dose activity change, negative = inhibition, actives largely listed as inhibitors; hit rate 0.007% among 270,000; AID 1868, 2009; also: potency is read from the fitted curve at half-maximal effect; % is scaled to controls: 0 for no effect and ±100 for the full control effect
# Target sequence (P51570 whole entry, looked up): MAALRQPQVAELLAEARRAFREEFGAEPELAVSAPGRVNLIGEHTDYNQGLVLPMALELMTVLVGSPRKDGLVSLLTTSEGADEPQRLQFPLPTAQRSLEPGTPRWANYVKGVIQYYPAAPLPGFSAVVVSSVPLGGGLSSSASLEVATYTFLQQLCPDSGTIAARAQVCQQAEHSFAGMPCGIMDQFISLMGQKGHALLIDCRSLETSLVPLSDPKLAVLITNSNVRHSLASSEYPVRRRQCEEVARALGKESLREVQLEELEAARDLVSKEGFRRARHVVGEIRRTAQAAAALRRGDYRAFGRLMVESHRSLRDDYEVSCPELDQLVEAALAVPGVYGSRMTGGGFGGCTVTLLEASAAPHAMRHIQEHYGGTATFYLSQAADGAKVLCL
#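 Galactose (100 uM) and ATP (35 uM) were turned over by 5 nM GALK for 1 h at RT. Kinase-Glo Plus then converted the remaining ATP into a luminescent signal.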
# Active calls of the source: *; i = inactive; ? = inconclusive; . = no result given; [ ] = another dose, or the depositor's remark. Unless noted, calls follow the shape of the dose curve; as a rule, active = well fitted curve in the direction sought with a large enough effect; inconclusive = small, poorly fitted or top-dose-only effect, or another doubt; inactive = no such curve, though single readings can be large; an effect the other way counts as inactive or inconclusive. These rows are one share of the data; the hit share may differ from the screen's.
SMILES,hERG WT inh,Giardia killer,TRPV1 agonist,PKM2 act,FBPA coupling cs,Menin MLL FP TR,MLL CXXC-DNA inh,USP2a block,KCNH2 3.1 inh,B2AR arrestin,GALK inh
Cc1cc(Cl)ccc1Oc1ncnc2oc(-c3ccccc3)cc12,4,24,5,1%,2,20%,11%,3%,-9,-0.6%,-2%
COc1ccc(CN=C2NC(=O)CC(C(=O)Nc3cc(C)cc(C)c3)S2)cc1 (stereo not given),-22,-9,1,8%,0,-15%,3%,2%,-6,-1.3%,1%
CC(C)[C@H](NC(=O)c1ccccc1)C(=O)OCC(=O)Nc1ccc(Cl)cc1C(F)(F)F,-13,4,?,5%,4,-10%,-6%,2%,0,0.4%,-3%
O=C(NCCCN1CCCC1=O)C1CCN(S(=O)(=O)c2cc(C(F)(F)F)ccc2Cl)CC1,4,-19,-1,.,.,.,.,2%,2,0.3%,.
O/N=C1/CCCCC1c1ccccn1 (stereo not given),-7,3,1,3%,-1,1%,-1%,0%,-1,-0.4%,0%
COc1cc(C(=O)NC2CCCC2)c(Br)c(OC)c1OC,i,-18,1,1%,0,0%,9%,2%,5,0.0%,-1%
Cn1c(N)c(C(=O)COC(=O)c2cc(S(=O)(=O)N3CCOCC3)ccc2F)c(=O)n(C)c1=O,1,-5,.,.,.,.,.,2%,0,0.1%,.
O=C(NCc1ccccc1)c1ccc2c(c1)C(=O)N(Cc1ccncc1)C2=O,-9,-14,2,-4%,-1,9%,-9%,4%,6,0.4%,-3%
CCn1cc(CN2CCN(Cc3ccccc3)C(CCO)C2)c2ccccc21 (stereo not given),7,1,4,-9%[11.5 µM],3,-11%,16%,1%,-3,0.4%,3%
O=C(CCCn1c(=S)[nH]c2ccc(Br)cc2c1=O)NCc1ccccn1,1,23,0,.,0,-13%,-12%,-3%,-6,-0.1%,0%
Cc1cc(Cl)ccc1NC(=S)NCCN1CCOCC1,1,-13,-9,4%,5,7%,1%,1%,6,0.0%,3%
CCOC(=O)C1=C(COC(=O)COc2ccc(C#N)cc2)NC(=O)NC1C (stereo not given),0,17,-1,-8%,.,.,39%[activator],2%,.,-0.3%,-1%
O=c1c2ccccc2ncn1-c1ccc2c(c1)OCCO2,-7,4,-1,8%,-1,0%,9%,0%,5,0.2%,-4%
COCCNC(=O)CN(C)S(=O)(=O)c1ccc2c(c1)OCCO2,-2,2,5,-9%,-3,1%,-1%,1%,-6,0.0%,3%
Cc1ccc(C(=O)/C=C/c2cn(CC(O)CN3CCOCC3)c3ccccc23)cc1 (stereo not given),-4,8,7,2%,-2,11%,32%[activator],0%,3,-0.2%,-2%
Cc1c(C(=O)NC(C(C)C)C(C)C)cccc1[N+](=O)[O-],2,6,-1,-2%,1,2%,-11%,2%,-30,-0.1%,3%
COCCn1c(SCC(=O)NNC(=O)c2cc(Cl)ccc2OC)nnc1-c1ccncc1,-18,6,1,.,.,.,.,1%,-1,-0.3%,.
CN(C)/C=C/C(=O)c1cccc(C(F)(F)F)c1,-1,-16,0,0%,2,7%,6%,2%,7,0.4%,2%
O=C(c1ccc(Sc2ccc(F)cc2)c([N+](=O)[O-])c1)N1CCOCC1,-37,-21,?,-1%,0,-2%,9%,4%,-9,-0.1%,4%
COC(=O)c1cc(NC(=O)Cc2ccccc2[N+](=O)[O-])ccc1Cl,-2,-1,?,1%,6,?,0%,1%,-3,0.2%,0%
CC(C)Cc1cc(C(=O)NCc2ccco2)no1,-17,14,14,-1%,3,-12%,-7%,-5%,-17,0.1%,0%
O=C(CSc1ncn[nH]1)N1CCN(S(=O)(=O)c2ccccc2)CC1,2,-12,-3,?,3,0%,-2%,-6%,1,0.2%,1%
CCN(CC)P(=O)(Nc1ccc([N+](=O)[O-])cc1)c1c(C)nn(CCC#N)c1NC(=O)c1ccc(Cl)cc1 (stereo not given),-6,-1,2,1%,0,0%,14%,5%,-12,-0.7%,-4%
CC(=O)Nc1ccc(S(=O)(=O)Nc2nccc(C3Cc4ccccc4C(=O)O3)n2)cc1 (stereo not given),-10,-8,1,3%,3,9%,12%,.,0,.,1%
COc1ccc(C2CC(c3cccs3)=Nc3ccccc3S2)cc1OC (stereo not given),3,-8,6,10%,1,13%,10%,-4%,-4,-0.3%,0%
O=C(N/N=C/c1c(F)cccc1Cl)C(=O)N1CCCCCC1,3,21,1,-8%,.,.,3%,-1%,2,-0.2%,0%
COC(=O)c1ccc(-n2ccnc2)cc1,6,11,3,-6%,5,9%,2%,-2%,4,-1.1%,9%
CCOc1ccccc1N1CCN(C(=O)c2cc(S(=O)(=O)N(C)C)ccc2N2CCCC2)CC1,2,4,16,.,.,.,.,-1%,-4,0.0%,.
Cc1csc(C(C#N)C(=O)c2ccncc2)n1 (stereo not given),-1,-2,0,13%,1,-10%,2%,-1%,6,0.0%,6%
Cc1ccccc1-c1ccc(C=Nc2c(C)n(C)n(-c3ccccc3)c2=O)o1,6,14,-1,-10%,1,2%,9%,1%,-31,-1.1%,-1%
O=C(OCc1cc2ccccc2[nH]c1=O)c1ccco1,-17,9,2,-11%,0,17%,-6%,2%,-12,0.1%,2%
CSc1nc(N)nc(SC2C=CCCC2)c1C#N (stereo not given),-25,-1,-8,7%,4,?,10%,0%,3,0.1%,0%
Cc1ccc2nc(-c3ccccn3)cc(C(=O)NC(C)C(C)(C)C)c2c1 (stereo not given),-4,3,?,-2%,-1,-1%,?,2%,7,0.1%,1%
O=[N+]([O-])c1cc(/C=N/N2CCN(Cc3ccccc3)CC2)ccc1Cl,4,10,-1,-3%,0,0%,3%,2%,-9,-0.1%,-1%
CC(=O)SCC(Cc1ccccc1)C(=O)NCC(=O)OCc1ccccc1 (stereo not given),.,.,?,-9%,0,2%,7%,0%,.,-0.8%,-3%
COc1ccc(Cc2n[nH]c(=S)n2NC(=O)Nc2ccc(C)cc2)cc1,?,1,12,-10%,2,-9%,-2%,5%,7,0.0%,-1%
Cc1ccc(S(=O)(=O)n2nc(-c3ccco3)nc2SCc2ccccc2)cc1,2,-7,1,-4%,-2,6%,2%,1%,11,-0.1%,0%
CCc1ccc2c(CN3CCN(S(=O)(=O)c4ccccc4F)CC3)cc(=O)oc2c1,-14,13,.,.,.,.,.,-4%,-75*,-0.4%,.
COc1ccc(C#Cc2c(C=O)n(C)c3ccccc23)cc1,-12,-5,3,.,.,.,.,3%,-2,-0.7%,.
O=C(CN1CCCCC1)Nc1ccc(S(=O)(=O)NC2CCCCC2)cc1,-2,-2,-1,0%,6,-14%,12%,-1%,-43,-1.9%,1%
COc1cccc(CC(CC(=O)O)C(=O)Nc2cc(C)ccc2C)c1 (stereo not given),-3,15,1,-3%[11.5 µM],1,5%,-16%,-1%,19,5.0%,0%
CCCCc1cc(=O)oc2c(C)c(OCC(=O)N3C[C@H]4C[C@@H](C3)c3cccc(=O)n3C4)ccc12,0,-23,-2,2%,4,-1%,0%,0%,7,-0.9%,.
CC(=O)C1=C(c2ccc(Br)cc2)C(=O)c2ccccc2C1=O,-13,14,-4,-2%,-70*,?,12%,-1%,-26,0.1%,-2%
O=C(c1ccccc1)n1nc(-c2ccccc2)nc1NCc1ccco1,12,-13,4,6%,0,1%,177%[activator],4%,-8,-0.8%,2%
CCn1c2ccc(CC(=O)O)cc2c2cc(CC(=O)O)ccc21,-23,0,-2,-10%,-2,8%,-8%,5%,-9,0.6%,-2%
CNC(=O)COC(=O)c1cccnc1SC,-3,10,2,-1%,0,.,-6%,2%,-5,0.4%,0%
Cc1nn(CCO)c2ncc(C(=O)c3cc(F)ccc3O)cc12,-26,-26,-2,-2%,0,0%,0%,-8%,-3,-0.8%,1%
